BLM helicase inh: qHTS Assay for Inhibitors of Bloom's syndrome helicase (BLM); Potency, µM (series often up to 56.1 µM), for the others: at the top dose activity change, negative = inhibition, usual class: inhibitors; recombinant BLM DNA unwinding, fluorescence dequenching; 0.2% of 350,000 active; RecQ-like DNA helicase BLM (Homo sapiens), P54132; AID 2528, 2010;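 further: plate controls were vehicle for no effect and no enzyme for full effect; nearly all actives have a fitted effect of over 35% in size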
Pol iota inh: qHTS for Inhibitors of Polymerase Iota. AID 588590, 2011. DNA polymerase iota (Homo sapiens), Q9UNA4. Pol iota fluorescent replication assay, 10 min. 1% of 390,000 active. Potency, µM (titrated, usually from 115 µM), inactives show at the top dose activity, negative = inhibition, usual class: inhibitors
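Fluorescent replication assay read twice, at 0 min and 10 min after adding 50 nM (final) substrate. Enzyme (10 nM) and compounds were first incubated 15 min at room temperature; enzyme-free buffer wells were negative controls.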
APEX1 inh: qHTS Assay for Inhibitors of the Human Apurinic/apyrimidinic Endonuclease 1 (APE1); AID 2517, 2012; recombinant APE1, TAMRA/BHQ-2 abasic DNA cleavage fluorescence; DNA repair nuclease/redox regulator APEX1 (Homo sapiens), P27695; Potency, µM (doses to about 65.8 µM), without a hit: top-dose activity change, negative = inhibition, most hits filed as inhibitors; 0.35% of 350,000 active;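 further: plate controls were vehicle for no effect and reference inhibitor for full effect; nearly all actives have a fitted effect of over 55% in size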
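Activity was derived from the fluorescence gain between first and third kinetic reads (60 s intervals, ex 525/em 598 nm) after 50 nM THF-abasic TAMRA/BHQ-2 duplex was added to 0.75 nM APE1 preincubated 15 min with compound.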
Anesthetic bind: qHTS Assay for Identification of Novel General Anesthetics | AID 485281, 2010 | 0.074% of 350,000 active | apoferritin/1-aminoanthracene competitive binding, fluorescence | Potency, µM (highest dose often 77.5 µM), for the others: top-dose activity change, negative = displacement, actives largely listed as inhibitors | Ferritin light chain (Equus caballus), P02791; further: on the % scale 0 is the no-effect control and ±100 the full control effect; nearly all actives have a fitted effect of over 20% in size
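Steps: apoferritin (10 uM) was premixed with half-saturated 1-AMA in PBS, compounds were pin-transferred, plates stood 10 min at room temperature, fluorescence was read at 380/535 nm, and curves were fitted with a Hill equation.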
G9a inh: qHTS Assay for Inhibitors of Histone Lysine Methyltransferase G9a | G9a H3K9 monomethylation, AlphaScreen, 2 h | Potency, µM (top dose mostly 102 µM), for the others: at the highest dose activity, negative = inhibition, hits mostly inhibitors | 8.8% of 350,000 active | AID 504332, 2011; further: on the % scale 0 is the no-effect control and ±100 the full control effect; nearly all actives have a fitted effect of over 75% in size
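Quantitative HTS format: methyltransferase activity on a biotin-tagged H3K9 peptide is measured by AlphaScreen, using a rabbit anti-monomethyl-H3K9 antibody with streptavidin donor and anti-IgG acceptor beads. Final levels are 20 nM enzyme, 500 nM peptide, 20 uM SAM; 2 h RT.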
BAZ2B block: qHTS Assay for Inhibitors of BAZ2B; Potency, µM (titrated, usually from 114 µM), for the others: top-dose activity change, negative = inhibition, hits mostly inhibitors; AlphaScreen BAZ2B-H3K14Ac peptide displacement; 4.4% of 360,000 active; further: on the % scale 0 is the no-effect control and ±100 the full control effect; nearly all actives have a fitted effect of over 60% in size
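In this displacement format the biotinylated H3(5-23) peptide acetylated at Lys14 serves as ligand at 50 nM, with BAZ2B at 50 nM in PBS pH 7.4 containing 0.01% Tween-20. Donor and acceptor beads are 10 ug/mL final.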
POLB inh: qHTS Assay for Inhibitors of DNA Polymerase Beta; P06746; Pol beta primer extension/strand displacement, fluorescence kinetic; Potency, µM (top dose mostly 114 µM), for inactives: top-dose activity change, negative = inhibition, most hits filed as inhibitors; 1.3% of 340,000 active; further: on the % scale 0 is the no-effect control and ±100 the full control effect
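Kinetic readout of DNA synthesis with strand displacement by Pol beta. Compound and 10 nM enzyme sit 15 min at room temperature; 50 nM substrate starts the reaction, read immediately and at 10 min.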
POLH inh: qHTS for Inhibitors of Polymerase Eta. Potency, µM (titrated, usually from 114 µM), for inactives: at the highest dose activity change, negative = inhibition, hits mostly inhibitors. AID 588591, 2011. 1.2% of 390,000 active. recombinant Pol eta, fluorescent DNA replication assay. DNA polymerase eta (Homo sapiens), Q9Y253; further: on the % scale 0 is the no-effect control and ±100 the full control effect
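Pol eta at 10 nM preincubated with compounds 15 min at room temperature; reaction started with fluorescent substrate (50 nM final) and read kinetically at 0 and 10 min.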
Pol kappa inh: qHTS for Inhibitors of Polymerase Kappa; AID 588579, 2011; purified Pol kappa, fluorescent DNA synthesis assay, 10 min; DNA polymerase kappa (Homo sapiens), Q9UBT6; Potency, µM (titrated, usually from 107 µM), inactives show at the highest dose activity, negative = inhibition, hits mostly inhibitors; 0.53% of 400,000 active; further: on the % scale 0 is the no-effect control and ±100 the full control effect
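10 nM Pol kappa was preincubated with compounds for 15 min at room temperature. Reaction started with 50 nM (final) substrate. Fluorescence read kinetically at 0 and 10 min.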
Active calls of the source: *; u = inconclusive; x = not tested or not shown; & = joins results of further samples; [ ] = another dose, or the depositor's remark. The call rests on the fitted dose curve; in most records, active means well fitted curve in the direction sought with a large enough effect; inconclusive means small, poorly fitted or top-dose-only effect, or another doubt; inactive means no such curve, though single readings can be large; an effect the other way counts as inactive or inconclusive. Potency means the concentration at half of the fitted maximal effect. An excerpt (hit frequency here may not be typical).

BLM helicase inh	SMILES	Pol iota inh	APEX1 inh	Anesthetic bind	G9a inh	BAZ2B block	POLB inh	POLH inh	Pol kappa inh
-7.8%	CCOc1ccc2nc(N3CCCC(C(=O)NCc4ccccc4Cl)C3)sc2c1 (centres undefined)	1.8%	x	94.2%[activator]	10.2%[59 µM]	-20.2%	5.9%	-13.6%	7.3%
x	CCCCCCCN1CCN=C1Nc1ccccc1	u	9.1%	x	-8.4%[2.33 µM]	3.6%	x	-18.0%	-5.7%
x	CCCCn1c(N)c(N(CCC(C)C)C(=O)CC2CCCCC2)c(=O)[nH]c1=O	-18.8%	16.5%	x	u	-1.8%	x	-15.3%	1.2%
4.5%	CCCC(=O)C1=C(O)C(C(=O)OC)C(C)(C)CC1=NCCc1ccc(OC)c(OC)c1 (centres undefined)	95.8%[activator]	5.8%	-4.9%	-27.1%	-18.1%	-19.4%	-1.3%	-14.6%
-6.4%	COC(=O)C1CCN(c2cc(Cl)nc(N)n2)CC1	65.7%[activator]	-0.8%	-7.6%	7.2%	-2.3%	54.1%	-14.8%	-13.4%
-1.8%	COc1cccc(CN2CCNC(=O)C2CC(=O)N(C)C2CCOCC2)c1 (centres undefined)	15.6%	-3.6%	13.9%	u	-5.9%[57.1 µM]	43.6%	2.6%	-16.4%
-9.6%	O=S(=O)(c1ccc(Cl)s1)N1CCN(C/C=C/c2ccccc2)CC1	-3.2%	2.4%	u	14.1µM*	u	6.5%	-5.4%	-17.7%
x	COc1ccc(CNC(=O)COC(=O)CN2C(=O)C3CC=CCC3C2=O)cc1 (centres undefined)	-12.9%	-4.6%	x	x	x	x	-1.3%	-13.5%
2.8%	O=S(=O)(c1cccc(-c2nnc(-c3cccnc3)o2)c1)N1CCCCC1	14.9%	u	-11.7%	-4.4%[59 µM]	-2.5%	13.8%	-18.0%	-1.9%
x	CCOCc1c(C(=O)N2CCN(CC(=O)Nc3ccc(F)cc3)CC2)oc2ccccc12	-1.3%	-0.3%	x	u	1.5%	x	-8.4%	0.9%
-4.6%	COc1cccc2[nH]c(C(=O)NCCc3ccccc3)cc12	25.6%	-7.1%	-2.5%	21.5%	3.6%	u	-19.2%	-7.4%
-5.1%	CCOc1ccccc1Nc1sc(C(=O)c2ccc(Cl)cc2)c(N)c1C(=O)NCCc1ccccc1	3.6%	x	-20.3%	-37.8%[59 µM]	-28.5%	-22.5%	-22.8%	-3.1%[60.1 µM]
x	Cc1ccccc1C(=O)OCC(=O)Nc1cccc(S(=O)(=O)NC2=NCCC2)c1	10.3%	-11.7%	x	x	x	x	u	-11.7%
x	Cc1cc(C)c(NC(=O)CNC(=O)COC(=O)CNC(=O)c2ccc(Cl)cc2Cl)c(C)c1	31.2%[activator]	43.6%[activator]	x	3.6%[0.501 µM]	-3.1%	x	-15.9%	-3.6%
-2.1%	COc1ccc(NC(=O)CN(C)C(=O)c2cc3c(s2)CCC(C)C3)cc1 (centres undefined)	18.4%	48.3%[activator]	u	33.6%	-23.3%	1.3%	-20.1%	-4.3%
x	CCc1ccc(N2CC(C(=O)N3CCN(c4ccccn4)CC3)CC2=O)cc1 (centres undefined)	12.1%	-8.7%	x	u	14.7%	x	-3.1%	-7.9%
0.5%	COC1CCCCC1NS(=O)(=O)c1ccc(Cl)cc1 (centres undefined)	16.5%	-0.4%	-2.0%	10.5%	2.6%	25.6%	-11.3%	-4.5%
-3.0%	COc1ccc(C=O)cc1COc1ccccc1F	0.9%	2.8%	0.2%	33.2%[59 µM]	27.1%	2.0%	-10.8%	-18.7%
-0.4%	O=C(O)COc1ccc(/C=N/NC(=O)C2CCCN2S(=O)(=O)c2ccc(Cl)cc2)cc1 (centres undefined)	9.0%	-2.4%	-8.8%	44.7µM*	3.3%	-0.6%	-3.0%	-16.2%
2.4%	O=Cc1c[nH]c2ccc(S(=O)(=O)N3CCOCC3)cc12	17.3%	-4.2%	-4.3%	9.0%	7.3%	22.8%	-22.6%	3.8%
-3.3%	CCOc1ccccc1NC(=O)c1ccc(S(=O)(=O)N2CCOCC2)cc1	13.1%	-4.2%	-17.8%	-0.1%	2.4%	8.7%	-22.5%	-11.4%
-6.2%	COc1ccc(-c2nnc(NC(=O)CSc3ccc(Cl)cc3)s2)cc1OC	13.8%	-7.6%	-4.5%	-3.9%[59 µM]	-12.5%	16.0%	-8.2%	-18.3%
-6.2%	COc1cccc(N=C2NC(=O)/C(=C/c3cc([N+](=O)[O-])ccc3O)S2)c1	u	u	0.6%	u	56.2µM*	39.6%	28.2µM*	-11.0%
0.7%	CCOC(=O)c1cc(-c2ccccc2)n(CC(=O)NC2CCC(C)CC2)c1C (centres undefined)	22.1%	x	-8.1%	8.6%[59 µM]	2.9%	20.5%	-5.6%	-11.7%[60.1 µM]
-9.1%	O=C(Nc1ccc(F)cc1F)c1ccc2c(c1)OCCO2	-11.4%	57.0%	2.4%	u	1.9%	-6.5%	-11.9%	0.4%
-0.6%	CCOC(=O)C(NCc1ccccc1)(NC(=O)c1ccccc1)C(F)(F)F (centres undefined)	2.8%	-1.1%	-9.5%	8.4%	u	-7.8%	-0.8%	-7.6%
-0.5%&2.1%	COC(=O)C(C)Sc1ccc2nnc(CCNS(=O)(=O)c3ccc(C)cc3)n2n1 (centres undefined)	16.0%&31.4%	-0.1%	-12.5%&-0.7%	u	0.1%&-25.8%	-25.8%&11.3%	-7.7%&-14.6%	-9.1%&5.7%
-1.8%	COCCCNc1nc2c(S(=O)(=O)c3ccc(C)c(C)c3)nnn2c2ccc(Cl)cc12	2.6%	x	u	6.5%[59 µM]	-0.9%	8.0%	-24.0%	7.7%
-11.7%	COc1cc(CNc2ccc(CNc3ncn[nH]3)cc2)ccc1OCc1ccccc1	3.8%	7.4%	u	u	u	-0.4%	-10.9%	-5.8%
-4.3%	O=C(CNC(=O)Cc1ccccc1)NCC(=O)OCC(=O)c1ccc(F)cc1	63.8%[activator]	7.3%	-5.2%	-5.6%	-23.8%	6.6%	-12.8%	2.6%

Sorted by molecular weight (largest number first): part of the list above.
BLM helicase inh	SMILES	Pol iota inh	APEX1 inh	Anesthetic bind	G9a inh	BAZ2B block	POLB inh	POLH inh	Pol kappa inh
x	Cc1cc(C)c(NC(=O)CNC(=O)COC(=O)CNC(=O)c2ccc(Cl)cc2Cl)c(C)c1	31.2%[activator]	43.6%[activator]	x	3.6%[0.501 µM]	-3.1%	x	-15.9%	-3.6%
-11.7%	COc1cc(CNc2ccc(CNc3ncn[nH]3)cc2)ccc1OCc1ccccc1	3.8%	7.4%	u	u	u	-0.4%	-10.9%	-5.8%
-4.6%	COc1cccc2[nH]c(C(=O)NCCc3ccccc3)cc12	25.6%	-7.1%	-2.5%	21.5%	3.6%	u	-19.2%	-7.4%

Compounds listed so far that contain an aryl thioether with sulfur outside any ring (2):
BLM helicase inh	SMILES	Pol iota inh	APEX1 inh	Anesthetic bind	G9a inh	BAZ2B block	POLB inh	POLH inh	Pol kappa inh
-6.2%	COc1ccc(-c2nnc(NC(=O)CSc3ccc(Cl)cc3)s2)cc1OC	13.8%	-7.6%	-4.5%	-3.9%[59 µM]	-12.5%	16.0%	-8.2%	-18.3%
-0.5%&2.1%	COC(=O)C(C)Sc1ccc2nnc(CCNS(=O)(=O)c3ccc(C)cc3)n2n1 (centres undefined)	16.0%&31.4%	-0.1%	-12.5%&-0.7%	u	0.1%&-25.8%	-25.8%&11.3%	-7.7%&-14.6%	-9.1%&5.7%

(listing goes on)
BLM helicase inh	SMILES	Pol iota inh	APEX1 inh	Anesthetic bind	G9a inh	BAZ2B block	POLB inh	POLH inh	Pol kappa inh
x	O=C(NCC(c1ccco1)N1CCc2ccccc21)c1ccccc1Br (centres undefined)	10.1%	17.3%	x	3.7%[0.501 µM]	u	x	-23.4%	-18.3%
-2.5%	Cc1nc2ncnn2c(C)c1CCC(=O)NCc1cccc(Cl)c1	-14.6%	x	2.2%	8.3%[59 µM]	3.1%	16.6%	0.8%	-10.1%
-0.8%	COc1ccc(OC)c(C(c2nnnn2CC2CCCO2)N2CCN(C3CCCC3)CC2)c1 (centres undefined)	u	-4.0%	-4.7%	u	u	-3.8%	-25.6%	-9.9%
-4.1%	Cc1ccc(S(=O)(=O)NC(=O)Nc2c(C)cccc2C)cc1	41.2%[activator]	36.0%	2.8%	15.9%	0.4%	22.0%	-22.4%	-8.8%
-1.9%	COc1ccc(S(=O)(=O)n2ccc(C)n2)cc1C	22.7%	3.1%	-18.4%	19.2%[59 µM]	2.9%	13.4%	-3.6%	3.2%
-12.5%	CCCCN(C(=O)CSc1nnc(-c2ccc(OC)cc2)n1C(C)C)c1c(N)n(Cc2ccccc2)c(=O)[nH]c1=O	-9.8%	-1.1%	-2.2%	10µM*	-27.9%	0.8%	-22.2%	4.5%
2.6%	CC(=O)N1CCN(CC(=O)Nc2ccc(SC(F)F)cc2)CC1	21.0%	-7.8%	-9.6%	u	-37.9%	35.1%	1.0%	-4.8%
-6.0%	CC1(C)c2ccccc2N2CC(=O)N[C@@]21/C=C/C=C/c1ccccc1	105.4%[activator]	-4.1%	-2.7%	10.7%[12.7 µM]	1.6%	2.6%	-20.8%	-3.8%
-15.9%	Cc1cc(Br)ccc1NC(=O)CN1C(=O)c2cccnc2Sc2ccccc21	12.2%	x	-14.1%	-3.6%[59 µM]	-3.1%	u	x	-6.5%
-5.9%	Cc1cccc(-c2nc(CN3CCN(Cc4cccc(F)c4)CC3)c(C)o2)c1	5.8%	-13.3%	-17.4%	u	-14.7%	-24.3%	-10.5%	-3.0%
0.1%	O=C(/C=C/c1ccccc1)OCc1cncs1	50.7%[activator]	-0.1%	-13.2%	-1.4%	8.3%	-8.0%	-12.2%	1.7%
1.8%	COC(=O)COc1ccccc1/C=C1/NC(=O)NC1=O	22.1%	1.2%	-6.5%	-7.4%[59 µM]	3.0%	0.1%	-16.7%	-2.6%

Source: PubChem (National Center for Advancing Translational Sciences (NCATS))
